Tcruzi prolif: T. cruzi intracellular proliferation inhibitors, primary screen, cell-based, beta-gal Tulahuen parasites, NIH3T3 host, luminescence; T. cruzi beta-gal in NIH3T3, GalScreen luminescence, 90 h; inhibition, % at 8.34 µM; 77,000 tested, 5.9% active; AID 624255, 2012;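 active = mean inhibition above about 93%, with at least 55% of replicates each passing it, limit read from the data, passing the limit was not always enough; inconclusive = only one of those two conditions holds; inactive = neither condition holds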
C diff HTS: C. difficile growth inhibitors, primary screen, HTS; 86,000 tested, 0.25% active; AID 1259249, 2017; Clostridium difficile clinical isolate growth, OD600, 24 h; stronger effect = lower value; growth activity, negative = inhibition, % at 16 µg/mL (by protocol);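 active = mean growth activity at or below -80% and every replicate also at or below -80%; inconclusive = mean at or below -80% but some replicate above -80%; inactive = mean growth activity above -80%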;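 note: 0% = DMSO wells and -100% = levofloxacin 16 µg/mL wells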
GASC1 inh: inhibitors of GASC-1 (KDM4C) histone demethylase, primary screen, biochemical, single concentration HTS | Lysine-specific demethylase 4C (Homo sapiens), Q9H3R0 | GST-KDM4C 2-372, H3K9me3 peptide, LANCE TR-FRET | inhibition, % at 12.5 µM | 96,000 tested, 0.15% active | AID 720574, 2013;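 active = mean replicate inhibition above about 25%, with at least 55% of replicates also reaching it, limit read from the data, passing the limit was not always enough; inconclusive = only one of those two conditions met; inactive = neither condition met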
Target sequence (Q9H3R0 2-372 limits assumed): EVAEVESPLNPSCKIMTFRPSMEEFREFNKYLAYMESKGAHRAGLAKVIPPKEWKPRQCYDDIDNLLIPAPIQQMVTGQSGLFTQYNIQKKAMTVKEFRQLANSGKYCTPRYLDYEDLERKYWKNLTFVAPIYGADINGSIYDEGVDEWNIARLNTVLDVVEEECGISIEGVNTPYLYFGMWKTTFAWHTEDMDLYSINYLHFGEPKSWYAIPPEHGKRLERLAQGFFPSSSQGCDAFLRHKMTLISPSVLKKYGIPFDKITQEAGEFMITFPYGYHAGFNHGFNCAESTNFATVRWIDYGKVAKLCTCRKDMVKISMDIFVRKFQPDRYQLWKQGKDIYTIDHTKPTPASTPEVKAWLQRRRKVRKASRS
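Compound: one test concentration per compound; Material: GST-GASC-1 enzyme fragment 2-372; Amount: GASC-1 enzyme at 10 nM final in reaction; Also added: H3K9me3 peptide substrate, Fe(II), 2-oxoglutarate; Technique: LANCE TR-FRET; Times: 30 min demethylation and 1 h detection at room temperature.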
Pf Dd2 growth: P. falciparum Dd2 growth inhibitors, primary screen, SYBR Green fluorescence, single dose replicates; 72 h; stronger effect = lower value; activity change, % at 10 µM; 94,000 tested, 2.3% active; in the data active = activity change below about -80%; inconclusive = no clear call, values can overlap the other calls
* hit, by the source's call; ? = inconclusive; · = no result given; & = joins results of further samples. Compounds were not picked by outcome; overall some 7% were active at least once.

Every second line gives: Tcruzi prolif, C diff HTS, GASC1 inh, Pf Dd2 growth
O=C(C[C@@H]1C=C[C@H](NC(=O)c2cccc(F)c2)[C@@H](CO)O1)Nc1nccs1
→ -23, ·, -1.1, -27
C[C@H](CO)N1C[C@H](C)[C@H](CN(C)C(=O)Nc2cccc3ccccc23)Oc2ccc(NS(=O)(=O)c3ccc(F)cc3)cc2CC1=O
→ 10, -8, -1.1, -6
CNC[C@H]1Oc2ccc(NS(=O)(=O)c3ccc(OC)cc3)cc2C(=O)N([C@H](C)CO)C[C@H]1C
→ ·, -2, 8.6, 12
C/C=C/c1cnc2c(c1)C(=O)N([C@@H](C)CO)C[C@@H](C)[C@H](CN(C)C(=O)c1ccc3c(c1)OCO3)O2
→ 48, 3, 5.2, -19
COCC(=O)Nc1ccc2c(c1)OC[C@H](C)N(Cc1ccncc1)C[C@@H](C)[C@@H](OC)CN(C)C2=O
→ -45, -2, 1.8, -6
O=C(C1CCCCC1)N1C[C@H]2[C@@H](c3ccccc31)[C@H](CO)N2CC1CCOCC1
→ 35, 2, -1.9, -6
C[C@@H]1CN([C@H](C)CO)C(=O)c2cccc(NC(=O)C3CCOCC3)c2O[C@H]1CN(C)Cc1ccc(Oc2ccccc2)cc1
→ ?, -2, -0.7, -39
CC(C)NC(=O)N(C)C[C@@H]1Oc2ncc(C#CCc3ccccc3)cc2C(=O)N([C@H](C)CO)C[C@H]1C
→ 35, 3, 5.1, -63
CCCN(C)C[C@@H]1OCCCC[C@@H](C)Oc2ccc(NC(=O)NC(C)C)cc2C(=O)N([C@H](C)CO)C[C@@H]1C
→ 30, -2, 1.4, -39
O=C(Cc1ccccn1)NCC[C@@H]1CC[C@@H](NS(=O)(=O)c2ccc(Cl)cc2)[C@@H](CO)O1
→ 31, -2, 0.0, 13
C[C@H](CO)N1C[C@H](C)[C@@H](CN(C)S(=O)(=O)c2cccc(C#N)c2)OCc2ccccc2-c2c(n(C)c3ccccc23)C1=O
→ 63, 0, 0.4, 5
C[C@@H]1CN([C@@H](C)CO)C(=O)c2cccc(NS(C)(=O)=O)c2O[C@@H]1CN(C)C(=O)NC1CCCCC1
→ ·, 0, 1.0, -18
O=C(C[C@H]1C[C@H]2c3cc(NC(=O)NC4CCCC4)ccc3O[C@H]2[C@@H](CO)O1)NCc1ccc2c(c1)OCO2
→ ·, -20, 1.9, 0
C[C@H](CO)N1C[C@H](C)[C@@H](CN(C)S(=O)(=O)c2ccc(F)cc2)Oc2ccc(NC(=O)c3ccncc3)cc2CC1=O
→ -176, -3, -5.5, 23
CN1[C@H](C(=O)NCC(F)(F)F)[C@@H](CO)[C@@H]2Cn3c(ccc(-c4ccc(F)cc4)c3=O)[C@@H]21
→ 34, 0, 6.8, 3
CN1CCN(C(=O)C[C@@H]2C=C[C@H](NC(=O)Cc3ccccn3)[C@@H](CO)O2)CC1
→ -39, ·, 0.0, 21
COc1ccc(S(=O)(=O)N(C)C[C@@H]2Oc3ccc(NC(=O)CCCN(C)C)cc3CC(=O)N([C@@H](C)CO)C[C@H]2C)cc1
→ ·, -6, 0.5, 2
C[C@H](CO)N1C[C@H](C)[C@H](CN(C)S(=O)(=O)c2ccc(Cl)cc2)Oc2c(NC(=O)Nc3cccc4ccccc34)cccc2C1=O
→ 24, -2, -4.8, 3
C[C@@H]1CN([C@@H](C)CO)C(=O)c2cccc(NC(=O)Nc3ccc4c(c3)OCO4)c2O[C@@H]1CN(C)S(=O)(=O)c1ccccc1
→ 14, 4, 9.4, -34
C[C@@H]1CN([C@H](C)CO)C(=O)c2cc(/C=C/c3ccccc3)cnc2O[C@@H]1CN(C)C(=O)Cc1ccccn1
→ 11, 1, 6.2, 11
CCCc1cn(CC[C@@H]2CC[C@@H](NC(=O)CCN3CCCCC3)[C@@H](CO)O2)nn1
→ ·, -1, 0.5, -7
C[C@H](CO)N1C[C@H](C)[C@H](CN(C)C(=O)Nc2ccc3c(c2)OCO3)OCCCC[C@H](C)Oc2ccc(NS(=O)(=O)c3cn(C)cn3)cc2C1=O
→ 23, 1, -0.5, 34
O=C(Nc1ccc2c(c1)[C@H]1C[C@H](CC(=O)N3CCOCC3)O[C@@H](CO)[C@H]1O2)Nc1ccccc1F
→ 38, -7, 1.0, 26
COc1cccc(S(=O)(=O)N(C)C[C@@H]2Oc3cc(C4=CCCCC4)ccc3S(=O)(=O)N([C@@H](C)CO)C[C@H]2C)c1
→ ·, -2, 9.7, -45
C[C@@H]1CN([C@@H](C)CO)C(=O)Cc2cc(NC(=O)Nc3cccc4ccccc34)ccc2O[C@H]1CN(C)Cc1ccc2c(c1)OCO2
→ 109*, 11, -0.9, -7
Cc1noc(C)c1NC(=O)N(C)C[C@H]1Oc2c(NS(=O)(=O)c3cccs3)cccc2C(=O)N([C@@H](C)CO)C[C@H]1C
→ -12, ·, -1.1, 18
O=C1CNC[C@H]2[C@H](c3ccc(C4=CCCC4)cc3)[C@@H](CO)N12
→ ·, 1, 1.6, 13
Cc1noc(C)c1NC(=O)Nc1ccc2c(c1)CC(=O)N([C@@H](C)CO)C[C@H](C)[C@H](CN(C)C(=O)Nc1ccccc1)O2
→ -29, -6, 0.5, -2
C[C@@H]1CN([C@@H](C)CO)C(=O)c2cc(-c3ccc(C#N)cc3)cnc2O[C@H]1CN(C)CC1CCOCC1
→ -8, 0, -0.4, 19
CCCNC(=O)N(C)C[C@H]1Oc2ncc(/C=C/c3ccccc3)cc2C(=O)N([C@H](C)CO)C[C@H]1C
→ 38, 4, -0.1, -38
C[C@@H]1CN([C@@H](C)CO)C(=O)c2cc(NC(=O)Cn3cnnn3)ccc2O[C@H]1CN(C)C(=O)Nc1cccc2ccccc12
→ 61, -6, 0.4, -3
O=C(C[C@@H]1C[C@@H]2c3cc(NS(=O)(=O)c4ccc(F)cc4)ccc3O[C@@H]2[C@@H](CO)O1)NCc1ccc(Cl)cc1
→ 49, -1, -5.1, -19
C[C@@H]1CN([C@@H](C)CO)C(=O)c2cccc(NC(=O)Nc3ccccc3)c2O[C@@H]1CN(C)S(C)(=O)=O
→ 15, -1, 3.2, -10
CO[C@H]1CN(C)C(=O)c2cc(NS(=O)(=O)c3ccc(-c4ccccc4)cc3)ccc2OC[C@@H](C)NC[C@H]1C
→ -18, 3, -0.9, -10
COCC(=O)N(C[C@H]1N[C@H](CO)[C@H]1c1ccc(C2=CCCCC2)cc1)C(C)C
→ 52, 1, 2.7, -30
C[C@@H]1CN([C@@H](C)CO)C(=O)c2cc(C#CCC3CCCC3)cnc2O[C@H]1CN(C)C(=O)CN(C)C
→ ·, 0, 1.8, -40
COCC(=O)Nc1ccc2c(c1)OC[C@H](C)N(Cc1ccccn1)C[C@H](C)[C@H](OC)CN(C)C2=O
→ 15, ·, 1.2, -5
C[C@@H]1CCCCO[C@H](CN(C)Cc2ccc(C(F)(F)F)cc2)[C@@H](C)CN([C@@H](C)CO)C(=O)c2cc(N(C)C)ccc2O1
→ 60, 5, 2.1, -10
COc1ccccc1C(=O)Nc1ccc2c(c1)C(=O)N(C)C[C@@H](OC)[C@@H](C)CN(C(C)=O)[C@@H](C)CO2
→ -6, ·, -0.5, -22
C/C=C/c1cnc2c(c1)C(=O)N([C@@H](C)CO)C[C@@H](C)[C@@H](CN(C)C(=O)C1CCCCC1)O2
→ 15, 5, -1.8, 41
Cc1noc(C)c1S(=O)(=O)N(C)C[C@H]1OCCCC[C@@H](C)Oc2ccc(NC(=O)Nc3ccc(C(F)(F)F)cc3)cc2C(=O)N([C@H](C)CO)C[C@@H]1C
→ 110*, 5, -1.7, -53
C[C@@H]1CN([C@H](C)CO)C(=O)Cc2cc(NS(=O)(=O)c3cccs3)ccc2O[C@H]1CN(C)Cc1ccncc1
→ 8, 3, -1.1, 0
C[C@@H]1CN([C@@H](C)CO)C(=O)Cc2cc(NS(=O)(=O)c3ccc(Cl)cc3)ccc2O[C@@H]1CN(C)Cc1ccccc1
→ 72, 2, -1.1, -30
C[C@@H]1CN([C@@H](C)CO)C(=O)Cc2cc(NC(=O)CCCCCC(=O)Nc3ccccc3N)ccc2O[C@@H]1CN(C)Cc1ccc(C(F)(F)F)cc1
→ 83, 11, 0.1, -72
CN(C)CC#Cc1ccc([C@@H]2[C@@H](CO)N3C(=O)CN(C(=O)Cc4ccccc4)C[C@@H]23)cc1
→ ·, -6, 3.8, -12

Compounds shown so far that have two or more sulfur atoms (three):
Every second line gives: Tcruzi prolif, C diff HTS, GASC1 inh, Pf Dd2 growth
COc1cccc(S(=O)(=O)N(C)C[C@@H]2Oc3cc(C4=CCCCC4)ccc3S(=O)(=O)N([C@@H](C)CO)C[C@H]2C)c1
→ ·, -2, 9.7, -45
Cc1noc(C)c1NC(=O)N(C)C[C@H]1Oc2c(NS(=O)(=O)c3cccs3)cccc2C(=O)N([C@@H](C)CO)C[C@H]1C
→ -12, ·, -1.1, 18
C[C@@H]1CN([C@H](C)CO)C(=O)Cc2cc(NS(=O)(=O)c3cccs3)ccc2O[C@H]1CN(C)Cc1ccncc1
→ 8, 3, -1.1, 0

(listing goes on)
Every second line gives: Tcruzi prolif, C diff HTS, GASC1 inh, Pf Dd2 growth
Cc1noc(C)c1S(=O)(=O)Nc1ccc2c(c1)C(=O)N([C@@H](C)CO)C[C@@H](C)[C@H](CN(C)C(=O)CCCN(C)C)OCCCC[C@@H](C)O2
→ -15, -4, 1.4, 40
C[C@H]1CN([C@@H](C)CO)S(=O)(=O)c2ccc(-c3ccccc3)cc2O[C@H]1CN(C)Cc1cccc(F)c1
→ 119*, 15, -0.2, -43
O=C(C[C@H]1CC[C@H]2[C@@H](COC[C@@H](O)CN2C(=O)C2CCOCC2)O1)NCc1ccncc1
→ -15, -3&-4, 2.8, 39
C[C@@H]1CN([C@@H](C)CO)C(=O)Cc2cc(NC(=O)CCC(F)(F)F)ccc2O[C@@H]1CN(C)C(=O)Nc1ccc2c(c1)OCO2
→ -15, -4, 0.4, 12
COCC(=O)Nc1ccc2c(c1)C(=O)N(C)C[C@@H](OC)[C@@H](C)CN(C(=O)c1ccncc1)[C@H](C)CO2
→ -19, -1, 5.1, 26
CNC[C@H]1OCCCC[C@H](C)Oc2ccc(NS(=O)(=O)c3ccc(Cl)cc3)cc2C(=O)N([C@H](C)CO)C[C@@H]1C
→ 2, -4, -1.7, -4
C[C@@H]1CN([C@@H](C)CO)S(=O)(=O)c2ccc(-c3ccccc3)cc2O[C@H]1CN(C)S(C)(=O)=O
→ 21, -5, 17, -43
COCC(=O)Nc1ccc2c(c1)C(=O)N(C)C[C@H](OC)[C@H](C)CN(C(=O)NC(C)C)[C@@H](C)CO2
→ 38, ·, 0.8, -2
C[C@@H]1CCCCO[C@H](CN(C)Cc2ccc(C(F)(F)F)cc2)[C@H](C)CN([C@@H](C)CO)C(=O)c2cc(NC(=O)Nc3ccc4c(c3)OCO4)ccc2O1
→ 83, ·, -2.0, -80
COc1ccc2c3c(n(C)c2c1)[C@H](CO)N(CC1CC1)CC31CN(C(=O)Nc2ccc(F)cc2F)C1
→ ·, -1, -1.6, -30
CCNC(=O)[C@@H]1[C@@H](CO)[C@@H]2Cn3c(ccc(/C=C/c4ccccc4)c3=O)[C@@H]2N1C(=O)C1CC1
→ 12, 2, -0.7, 3
CCCNC(=O)C[C@@H]1CC[C@H]2[C@H](COc3ccc(NC(=O)CCC)cc3C(=O)N2C)O1
→ -22, -3, 1.7, 2
CCS(=O)(=O)N[C@H]1C=C[C@@H](CC(=O)N2CCCCC2)O[C@H]1CO
→ -22, ·, ·, 20
COc1ccccc1C#Cc1ccc([C@@H]2[C@H](CO)N3CCCCN(C(=O)C4CC4)C[C@@H]23)cc1
→ 110*, -6, ·, -7
CCNC(=O)Nc1ccc2c(c1)C(=O)N(C)[C@H]1CC[C@@H](CC(=O)Nc3ccccc3)O[C@@H]1CO2
→ 38, -9, -1.0, 11
COc1ccc2c3c(n(C)c2c1)[C@H](CO)N(CC1CC1)CC31CN(C(=O)c2cccc(F)c2)C1
→ ·, 9, 1.7, -23
CO[C@@H]1CN(C)C(=O)c2ccc(NC(=O)Nc3c(C)noc3C)cc2OC[C@H](C)NC[C@H]1C
→ 29, ·, -0.4, 5
COCC(=O)N1[C@H](CO)[C@@H](c2ccccc2)[C@@H]1CN(C)C(=O)c1ccncc1
→ 18, -5, -0.9, 5
C[C@H](CO)N1C[C@H](C)[C@H](CN(C)Cc2ccc(Cl)c(Cl)c2)OCc2ccccc2-c2c(n(C)c3ccccc23)C1=O
→ ·, 18, -2.1, -74
CCCN1C[C@H](C)[C@@H](OC)CN(C)C(=O)c2ccc(NC(=O)C3CCOCC3)cc2OC[C@H]1C
→ -19, -1, -0.4, 19
COc1ccc(S(=O)(=O)Nc2ccc3c(c2)[C@H]2C[C@@H](CC(=O)NCC4CC4)O[C@@H](CO)[C@H]2O3)cc1
→ 35, ·, 0.2, 3

Screening data as filed in PubChem BioAssay.
